GPR55 antagonists: GPR55 antagonists blocking LPI-driven arrestin recruitment, primary screen, imaging, U2OS, beta-arrestin-GFP, LPI agonist (AID 2013). G-protein coupled receptor 55 (Homo sapiens). U2OS GPR55 beta-arrestin-GFP translocation imaging, LPI antagonism; higher % means a stronger effect. inhibition, % at 10 µM, or IC50 in µM where a hit was titrated. actives 0.13% (n = 290,000);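 active = spots per cell inhibited over 60%, with over 100 cells counted and total cytoplasm intensity under 500,000; inconclusive = wells with under 100 cells, flagged as likely toxic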;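 note: U2OS cells stably carrying GPR55 and arrestin-GFP stimulated by 5 µM LPI near EC80; imaged beta-arrestin-GFP aggregate spots per cell after agonist stimulation; plate controls were LPI-stimulated DMSO wells for no effect and DMSO wells without LPI for full effect; some results filed as inactive read as strong as hits; confirmed hits need IC50 under 10 µM and bright autofluorescent wells are also inconclusive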
Myeloid diff 2: induction of myeloid progenitor differentiation, primary screen, cell-based, flow cytometry, MLPCN library; ER-HoxA9 myeloid progenitors, lysozyme-GFP differentiation; calls only at 10 µM; actives 1% (n = 360,000);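 active = normalized GFP-positive differentiation at or above the plate's own cutoff, the solvent-only control mean plus 3 SD; inconclusive = no clear call, values can overlap the other calls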;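 note: cells exposed to compound for four days before flow analysis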
LYP inhibition: inhibitors of LYP phosphatase, biochemical, fluorescence intensity, uHTS (AID 1779); Tyrosine-protein phosphatase non-receptor type 22 (Homo sapiens); recombinant LYP phosphatase, fluorescence intensity; higher % means a stronger effect; inhibition, % at 11.5 µM, or IC50 in µM where a hit was titrated; actives 0.054% (n = 290,000); in the data active = inhibition above about 50%;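 note: plate controls were vehicle with enzyme for no effect and no enzyme for full effect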
Rac1 GTP hydrolysis: MgcRacGAP GTPase-activating activity inhibitors, confirmation, biochemical, ADP Hunter fluorescence; Rac GTPase-activating protein 1 (Homo sapiens); inhibition, % at 30 µM; hits with a dose series show IC50 in µM; MgcRacGAP-stimulated Rac1 GTP hydrolysis, ADP Hunter fluorescence; higher % means a stronger effect; GST-tagged Rac1 F28L mutant substrate; actives 0.6% (n = 340,000);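 active = first-screen hits whose inhibition reached a set limit at any dose in the follow-up dose series; inconclusive = inhibition above the set first-screen limit but never retested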;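 note: fluorescence reports GDP produced by GAP-driven GTP hydrolysis; strong numbers were not always called active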
HIV fusion peptide: inhibitors of HIV fusion peptide binding, primary screen, biochemical, uHTS, fluorescence dequenching (AID 1986); cell-free peptide binding, fluorescence dequenching, 30 min; higher % means a stronger effect; one-dose inhibition, % at 20 µM; IC50 in µM for titrated hits; actives 0.3% (n = 290,000); in the data active = inhibition mostly above about 52%, no sharp cut-off; inactive = mostly below about 76%; note: some results filed as inactive read as strong as hits
GPR35 antagonists: GPR35 antagonists blocking zaprinast-driven arrestin recruitment, primary screen, imaging, U2OS, beta-arrestin-GFP, zaprinast agonist (AID 2058); inhibition, % at 10 µM, or IC50 in µM where a hit was titrated; U2OS GPR35 beta-arrestin-GFP translocation imaging, zaprinast antagonism; higher % means a stronger effect; actives 0.052% (n = 290,000); G-protein coupled receptor 35 (Homo sapiens);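 active = inhibition of at least 50% with at least 30 cells and total cytoplasm GFP at most 10,000,000; inconclusive = under 30 cells or total GFP of 10,000,000 plus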
Salmonella PhoP GFP: inhibitors of PhoP regulon expression, primary screen, Salmonella Typhimurium, GFP reporter (AID 1863) | one-dose inhibition, % at 50 µM; IC50 in µM for titrated hits | S. Typhimurium PhoP-regulated promoter GFP reporter, 4 h; higher % means a stronger effect | actives 0.16% (n = 300,000);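 active = inhibition over 29.93%, a cutoff 3 SD above the screen mean, later confirmed by dose response; inconclusive = inhibition over 29.93% but no dose response follow-up; inactive = inhibition at most 29.93% or unconfirmed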;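 note: 0% = low Mg2+ inducing control and 100% = high Mg2+ repressing control; strong numbers were not always called active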
NTR1 ag: agonists of NTR1, primary screen, imaging, U2OS cells, beta-arrestin-GFP, high content (AID 493036) | actives 0.17% (n = 330,000) | Neurotensin receptor type 1 (Homo sapiens), P30989 | NTR1-U2OS beta-arrestin-GFP spot imaging, agonist mode | activation, % at 20 µM;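 active = activation at or above 40% of the spot to cytoplasm intensity ratio, with at least 20 cells analyzed; inconclusive = wells under 20 cells, flagged as cytotoxic or low count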;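 note: 0% = DMSO without peptide and 100% = 100 nM NTR1 peptide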
Target sequence (P30989 whole entry, looked up): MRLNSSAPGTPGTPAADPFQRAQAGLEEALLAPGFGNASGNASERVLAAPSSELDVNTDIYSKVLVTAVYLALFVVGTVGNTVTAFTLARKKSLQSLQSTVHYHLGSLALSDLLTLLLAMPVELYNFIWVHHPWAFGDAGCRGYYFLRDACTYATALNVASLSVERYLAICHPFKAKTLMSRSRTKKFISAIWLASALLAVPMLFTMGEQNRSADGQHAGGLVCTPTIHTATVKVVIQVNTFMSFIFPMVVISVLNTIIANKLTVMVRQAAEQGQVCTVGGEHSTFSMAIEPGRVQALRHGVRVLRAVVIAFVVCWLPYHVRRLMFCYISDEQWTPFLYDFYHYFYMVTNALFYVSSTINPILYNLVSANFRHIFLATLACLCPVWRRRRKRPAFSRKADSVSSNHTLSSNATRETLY
SIAH1 antagonists: Siah-1 peptide-binding antagonists, primary screen, biochemical, fluorescence polarization, rhodamine-plectin, uHTS (AID 1817). Siah-1 / rhodamine-plectin peptide fluorescence polarization; higher % means a stronger effect. one-dose displacement, % at 20 µM; IC50 in µM for titrated hits. actives 0.02% (n = 290,000);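 active = displacement of at least 50% at 20 µM, with a fluorescence ratio check between 0.3 and a set limit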;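 note: plate controls were Siah plus tracer with DMSO for no effect and tracer alone without Siah for full effect; strong numbers were not always called active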
NTR1 ag cell count 20 µM: second read-out of NTR1 ag, no call of its own (marks repeat the call); cell count; measured here: cell count, cytotoxicity flag
Myeloid diff 2 GFP+ MAC1+ %: recorded beside Myeloid diff 2, whose call it bears; GFP+ MAC1+ double positive, %; measured here: differentiation confirmed by MAC1 staining
Numbers without * were called inactive.

CC1(C)Cc2c(cnn2-c2ccccc2)C(NC(=O)c2ccc[n+]([O-])c2)C1 (centres undefined) was read as GPR55 antagonists -3%, Myeloid diff 2 inactive, LYP inhibition -6%, Rac1 GTP hydrolysis -3%, HIV fusion peptide -1.2%, GPR35 antagonists 11%, Salmonella PhoP GFP 0%, NTR1 ag 2.5, SIAH1 antagonists -6%, NTR1 ag cell count 20 µM 53 and Myeloid diff 2 GFP+ MAC1+ % 0.7.
`CCCCCCCNC(=O)C1(CC2CC(c3ccc(Cl)cc3)=NO2)CCN(C(=O)C2CCCC2)CC1` (centres undefined) gave GPR55 antagonists 12%, Myeloid diff 2 inactive, LYP inhibition -14%, Rac1 GTP hydrolysis 4%, HIV fusion peptide 0.1%, GPR35 antagonists -1%, Salmonella PhoP GFP -1%, NTR1 ag 0.4, SIAH1 antagonists 2%, NTR1 ag cell count 20 µM 84 and Myeloid diff 2 GFP+ MAC1+ % 2.5.
`Cc1cc2ncn(C(=O)N3CCOCC3)c2cc1C` gave GPR55 antagonists 4%, Myeloid diff 2 inactive, LYP inhibition -5%, Rac1 GTP hydrolysis 5%, HIV fusion peptide 0.8%, GPR35 antagonists -1%, Salmonella PhoP GFP 0%, NTR1 ag -0.2, SIAH1 antagonists 1%, NTR1 ag cell count 20 µM 57 and Myeloid diff 2 GFP+ MAC1+ % 1.5.
For CCCOc1ccccc1N/C(=N/c1nc(C)cc(C)n1)NC(=O)Nc1ccc(Cl)cc1 the results were GPR55 antagonists -14%, LYP inhibition 1%, Rac1 GTP hydrolysis 7%, HIV fusion peptide -1.3%, GPR35 antagonists 18%, Salmonella PhoP GFP -3%, NTR1 ag 1.3, SIAH1 antagonists -4% and NTR1 ag cell count 20 µM 53.
COc1ccc(OC)c(N2Cc3ccccc3C2)c1 was read as GPR55 antagonists 2%, Myeloid diff 2 inactive, LYP inhibition -4%, Rac1 GTP hydrolysis 5%, HIV fusion peptide 1.6%, GPR35 antagonists 7%, Salmonella PhoP GFP -6%, NTR1 ag -2.1, SIAH1 antagonists -1%, NTR1 ag cell count 20 µM 64 and Myeloid diff 2 GFP+ MAC1+ % 0.6.
C(=C\c1ccccc1)/C=N/Nc1nc2ccccc2[nH]1 was read as GPR55 antagonists -9%, Myeloid diff 2 inconclusive, LYP inhibition -9%, Rac1 GTP hydrolysis 23%, HIV fusion peptide -1.4%, GPR35 antagonists 13%, Salmonella PhoP GFP 40%, NTR1 ag -1.0, SIAH1 antagonists -13% and NTR1 ag cell count 20 µM 62.
Screening O=C(/C=C/c1ccco1)NC(=S)Nc1ccc(C(=O)O)cc1 returned GPR55 antagonists -2%, Myeloid diff 2 inactive, LYP inhibition -4%, Rac1 GTP hydrolysis 147µM*, HIV fusion peptide 42%, GPR35 antagonists 8%, Salmonella PhoP GFP -8%, NTR1 ag 0.1, SIAH1 antagonists -4%, NTR1 ag cell count 20 µM 93 and Myeloid diff 2 GFP+ MAC1+ % 0.3.
Cn1nc(C(=O)Nc2ccc(S(=O)(=O)Nc3ncccn3)cc2)ccc1=O was read as GPR55 antagonists 2%, Myeloid diff 2 inactive, LYP inhibition -5%, Rac1 GTP hydrolysis -14%, HIV fusion peptide 6.0%, GPR35 antagonists 8%, Salmonella PhoP GFP 6%, NTR1 ag -0.5, SIAH1 antagonists -2%, NTR1 ag cell count 20 µM 51 and Myeloid diff 2 GFP+ MAC1+ % 1.7.
Screening CC1CCN(S(=O)(=O)c2cccc(C(=O)N(C)C3CCS(=O)(=O)C3)c2)CC1 (centres undefined) returned GPR55 antagonists -1%, Myeloid diff 2 inactive, LYP inhibition -5%, Rac1 GTP hydrolysis 5%, HIV fusion peptide 0.1%, GPR35 antagonists -6%, Salmonella PhoP GFP 29%, NTR1 ag 0.8, SIAH1 antagonists -1%, NTR1 ag cell count 20 µM 65 and Myeloid diff 2 GFP+ MAC1+ % 0.5.
`Cc1ccc(C(C)C)c(OCCCN2CCc3ccccc3C2)c1` gave GPR55 antagonists 8%, Myeloid diff 2 inactive, LYP inhibition -6%, Rac1 GTP hydrolysis 1%, HIV fusion peptide -0.3%, GPR35 antagonists -3%, Salmonella PhoP GFP -8%, NTR1 ag 3.7, SIAH1 antagonists -2%, NTR1 ag cell count 20 µM 63 and Myeloid diff 2 GFP+ MAC1+ % 0.5.
Cn1c(N)c(C(=O)COC(=O)CCCc2c[nH]c3ccccc23)c(=O)n(C)c1=O was read as GPR55 antagonists 12%, Myeloid diff 2 inactive, LYP inhibition -7%, Rac1 GTP hydrolysis 14%, HIV fusion peptide 12%, GPR35 antagonists 8%, Salmonella PhoP GFP -6%, NTR1 ag 0.4, SIAH1 antagonists 1%, NTR1 ag cell count 20 µM 40 and Myeloid diff 2 GFP+ MAC1+ % 0.7.
For Cc1cc(C)cc(NC(=O)CN2CCc3cc4c(cc3C2C)OCCCO4)c1 (centres undefined) the results were GPR55 antagonists 2%, Myeloid diff 2 inactive, LYP inhibition -1%, Rac1 GTP hydrolysis 9%, HIV fusion peptide -0.4%, GPR35 antagonists -2%, Salmonella PhoP GFP 17%, NTR1 ag 4.1, SIAH1 antagonists -3%, NTR1 ag cell count 20 µM 62 and Myeloid diff 2 GFP+ MAC1+ % 0.9.
For O=c1[nH]c2sc3c(c2c(=O)n1Cc1ccccc1)CCC3 the results were GPR55 antagonists -3%, Myeloid diff 2 inactive, LYP inhibition -5%, Rac1 GTP hydrolysis 9%, HIV fusion peptide 19%, GPR35 antagonists 20%, Salmonella PhoP GFP 10%, NTR1 ag 0.1, SIAH1 antagonists -2%, NTR1 ag cell count 20 µM 44 and Myeloid diff 2 GFP+ MAC1+ % 1.5.
Screening CC(C)Cn1c(N)c(C(=O)CSc2nc3ccccc3c(=O)n2CCCN2CCOCC2)c(=O)n(C)c1=O returned GPR55 antagonists -14%, LYP inhibition -3%, HIV fusion peptide 1.5%, GPR35 antagonists -10%, Salmonella PhoP GFP -2%, NTR1 ag 3.0, SIAH1 antagonists 4% and NTR1 ag cell count 20 µM 46.
COc1cc(CN2CCCC(CO)(Cc3ccccc3C)C2)cc2c1OCO2 (centres undefined) was read as GPR55 antagonists 2%, Myeloid diff 2 inactive, LYP inhibition -5%, Rac1 GTP hydrolysis 2%, HIV fusion peptide 0.0%, GPR35 antagonists -4%, Salmonella PhoP GFP 7%, NTR1 ag -0.7, SIAH1 antagonists 2%, NTR1 ag cell count 20 µM 35 and Myeloid diff 2 GFP+ MAC1+ % 0.3.
`CC(O)[C@H]1CNC(=O)C(=O)N1CCc1cccc(F)c1` (some centres undefined) gave GPR55 antagonists -3%, Myeloid diff 2 inactive, LYP inhibition -6%, Rac1 GTP hydrolysis 5%, HIV fusion peptide 3.1%, GPR35 antagonists 28%, Salmonella PhoP GFP -7%, NTR1 ag -2.3, SIAH1 antagonists 4%, NTR1 ag cell count 20 µM 105 and Myeloid diff 2 GFP+ MAC1+ % 1.7.
For CC(NC(=S)NCCCN1CCOCC1)C1CC2CCC1C2 (centres undefined) the results were GPR55 antagonists -14%, Myeloid diff 2 inactive, LYP inhibition -7%, Rac1 GTP hydrolysis 0%, HIV fusion peptide -0.6%, GPR35 antagonists 1%, Salmonella PhoP GFP -4%, SIAH1 antagonists -4% and Myeloid diff 2 GFP+ MAC1+ % 0.6.
For COc1ccc(NC(=O)c2cc(-c3ccccc3Cl)on2)cc1OC the results were GPR55 antagonists 11%, Myeloid diff 2 inactive, LYP inhibition -5%, Rac1 GTP hydrolysis 8%, HIV fusion peptide 2.5%, GPR35 antagonists -1%, Salmonella PhoP GFP 0%, NTR1 ag 0.1, SIAH1 antagonists 13%, NTR1 ag cell count 20 µM 54 and Myeloid diff 2 GFP+ MAC1+ % 0.5.
For Cc1cccc(CNc2ccc(C(CC(N)=O)NC(=O)c3cccc(Br)c3)cc2[N+](=O)[O-])c1 (centres undefined) the results were GPR55 antagonists 13%, Myeloid diff 2 inactive, LYP inhibition -8%, Rac1 GTP hydrolysis 2%, HIV fusion peptide 1.2%, GPR35 antagonists -11%, Salmonella PhoP GFP -6%, NTR1 ag -1.0, SIAH1 antagonists 11%, NTR1 ag cell count 20 µM 90 and Myeloid diff 2 GFP+ MAC1+ % 1.2.
Screening O=S(=O)(CCc1ccccc1)N1CCOCC1 returned GPR55 antagonists 14%, Myeloid diff 2 inactive, LYP inhibition -9%, Rac1 GTP hydrolysis 10%, HIV fusion peptide 7.2%, GPR35 antagonists 14%, Salmonella PhoP GFP 3%, NTR1 ag -0.9, SIAH1 antagonists 4%, NTR1 ag cell count 20 µM 34 and Myeloid diff 2 GFP+ MAC1+ % 0.8.
Screening COc1ccccc1Oc1coc2c(CN3CCN(C)CC3)c(O)ccc2c1=O returned GPR55 antagonists 16%, Myeloid diff 2 inactive, LYP inhibition -1%, Rac1 GTP hydrolysis 3%, HIV fusion peptide 0.4%, GPR35 antagonists -6%, Salmonella PhoP GFP -9%, NTR1 ag 1.2, SIAH1 antagonists 2%, NTR1 ag cell count 20 µM 50 and Myeloid diff 2 GFP+ MAC1+ % 6.2.
For O=C(Nc1cccc(NC(=O)c2ccc(Br)o2)c1)c1ccccc1 the results were GPR55 antagonists -6%, Myeloid diff 2 inactive, LYP inhibition -2%, Rac1 GTP hydrolysis 1%, HIV fusion peptide -0.5%, GPR35 antagonists 6%, NTR1 ag 0.8, SIAH1 antagonists 1%, NTR1 ag cell count 20 µM 50 and Myeloid diff 2 GFP+ MAC1+ % 1.1.

Assay outcomes deposited in PubChem by several laboratories.
